# CHO-K1 Ca antag – M1 antagonist counterscreen hit in parental CHO-K1 cells; ATP-induced calcium, Fluo-8 fluorescence; inhibition, % at 3 µM; hit rate 0.6% among 360,000;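 active = inhibition above a per-plate cutoff, the plate's mean sample inhibition plus 3 SD, cut at about 24% in these data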;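 note: 0% = DMSO plus EC80 ATP and 100% = DMSO alone without ATP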
# V1R ag counter – counter-screen for oxytocin receptor agonists: human V1a receptor agonists | P37288 | activation, % at 3 µM | CHO-V1R cells, Fluo-8 calcium fluorescence, agonist mode; 0% DMSO, 100% 3 nM vasopressin | hit rate 0.25% among 320,000 | AID 2797;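 active = activation above the mean activation of all tested compounds plus 3 SD, per screening run, cut at about 20% in these data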;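 note: signal is peak over basal fluorescence ratio across a 100 second FLIPR read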
# TAAR1 antagonist – antagonists of human TAAR1; Q96RJ0; CHO RD-HGA16 TAAR1, Fluo-8 calcium fluorescence, antagonist; inhibition, % at 3 µM; hit rate 1.5% among 360,000; AID 624466;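 active = inhibition above a per-plate cutoff, the mean inhibition of test compounds on that plate plus 3 SD, cut at about 49% in these data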;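 note: 0% = DMSO plus EC80 beta-PEA response and 100% = DMSO alone without agonist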
# Target sequence (Q96RJ0 whole entry, looked up): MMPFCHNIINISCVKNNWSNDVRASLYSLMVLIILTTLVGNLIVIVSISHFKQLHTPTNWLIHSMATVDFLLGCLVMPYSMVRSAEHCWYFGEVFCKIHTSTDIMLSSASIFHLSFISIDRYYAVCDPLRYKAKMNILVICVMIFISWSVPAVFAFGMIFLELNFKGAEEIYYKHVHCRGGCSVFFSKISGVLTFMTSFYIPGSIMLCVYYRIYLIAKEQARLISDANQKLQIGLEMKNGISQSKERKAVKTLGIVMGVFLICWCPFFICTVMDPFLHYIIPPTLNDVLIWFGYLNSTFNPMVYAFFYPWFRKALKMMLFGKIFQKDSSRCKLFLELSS
#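 Material: RD-HGA16 CHO cells with stable hTAAR1 and Gα16; Dosing: single nominal final test compound concentration of 3 µM; Schedule: seeding 17-24 h prior, 75-min 37 °C, 30-min RT dye loading; Detection: kinetic Fluo-8 calcium fluorescence measurement; Measure: % inhibition from peak post-agonist over basal fluorescence ratio; Benchmarks: vehicle and agonist controls.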
# CHO parental Ca – signal in parental CHO cells, OX1R antagonist counter-screen; parental CHO-K1, ATP-induced calcium, Fluo-8 fluorescence; inhibition, % at 5.6 µM; hit rate 0.63% among 330,000; AID 463079;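 active = inhibition above that plate's mean sample inhibition plus 3 SD, cut at about 26% in these data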;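 note: 0% = ATP-challenged DMSO wells and 100% = DMSO wells without ATP; some compounds past the cut are filed as inactive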
#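 Assay system: untransfected parental CHO cell line. Also added: ATP agonist challenge. Dosing: one dose, 5.6 µM nominal. Measured by: Fluo-8 fluorescence. Read-out: % inhibition. Benchmarks: ATP wells versus no-ATP DMSO wells. Repeats: no replicates.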
# OXTR potentiate – human OXTR potentiation; CHO-OTR cells, Fluo-8 calcium fluorescence, potentiator mode; 0% = oxytocin EC15, 100% = EC100; activation, % at 3 µM; hit rate 0.061% among 320,000;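 active = activation above that plate's cutoff, the mean activation of tested compounds plus 3 SD, cut at about 6.6% in these data, passing the limit was not always enough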;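 note: 100% uses oxytocin at 75 nM as the full agonist control; some results filed as inactive read as strong as hits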
# Target sequence (P30559 whole entry, looked up): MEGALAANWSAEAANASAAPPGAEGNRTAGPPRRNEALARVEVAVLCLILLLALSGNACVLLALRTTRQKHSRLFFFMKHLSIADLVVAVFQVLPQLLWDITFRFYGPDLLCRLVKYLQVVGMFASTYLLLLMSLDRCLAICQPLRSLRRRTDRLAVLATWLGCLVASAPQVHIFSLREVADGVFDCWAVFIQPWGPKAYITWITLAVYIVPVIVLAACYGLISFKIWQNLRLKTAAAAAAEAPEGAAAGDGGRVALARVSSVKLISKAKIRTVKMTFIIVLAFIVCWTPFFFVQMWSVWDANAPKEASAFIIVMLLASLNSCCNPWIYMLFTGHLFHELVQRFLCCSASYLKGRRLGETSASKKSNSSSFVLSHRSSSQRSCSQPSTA
#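 Assay system: CHO cell line stably expressing human OTR | Also added: Oxytocin at about EC15, sub-maximal agonist stimulus | Times: Compound 6 min at room temperature before oxytocin, 100 s read | Measured by: Fluo-8 intracellular calcium fluorescence, ex 470-495, em 515-575 nm | Controls: EC15 oxytocin alone as 0%, 75 nM oxytocin as 100%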
# M1 ag parental – nonselective activator or artifact in parental CHO-K1 cells; hit rate 0.48% among 360,000; Fluo-8 calcium fluorescence; scaled to maximal ATP response, vehicle zero; activation, % at 3 µM; in the data active = activation above about 15%;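 note: untransfected CHO-K1 host cells lacking M1 receptor as counterscreen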
# GPR7 antagonist – antagonists of human GPR7 (neuropeptides B/W receptor 1) | P48145 | GPR7-expressing cells, fluorescence antagonist assay | inhibition, % at 4.4 µM | hit rate 1.1% among 290,000; in the data active = inhibition above about 16%, passing the limit was not always enough;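 note: cells stimulated with the agonist NPW; 0% = agonist with vehicle and 100% = vehicle without agonist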
# Target sequence (P48145 whole entry, looked up): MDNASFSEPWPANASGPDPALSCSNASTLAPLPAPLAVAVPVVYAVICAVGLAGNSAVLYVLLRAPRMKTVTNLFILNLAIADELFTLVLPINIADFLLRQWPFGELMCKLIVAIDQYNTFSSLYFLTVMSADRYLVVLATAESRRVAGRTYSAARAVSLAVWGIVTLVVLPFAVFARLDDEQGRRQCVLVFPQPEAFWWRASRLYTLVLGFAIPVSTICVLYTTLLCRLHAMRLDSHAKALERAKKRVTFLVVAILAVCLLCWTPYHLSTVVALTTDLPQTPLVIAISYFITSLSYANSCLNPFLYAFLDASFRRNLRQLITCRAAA
# CHO-K1 Ca PAM – nonselective activator or artifact in parental CHO-K1 calcium assay | ATP EC20, Fluo-8 calcium fluorescence; 0% at ATP EC20, 100% at ATP max | activation, % at 3 µM | hit rate 0.02% among 360,000;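 active = activation above the run cutoff, the mean activation of all test compounds plus 3 SD, cut at about 40% in these data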;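 note: peak over basal fluorescence ratio in a 140 s read after ATP addition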
# OXTR ag – activates the human oxytocin receptor; hit rate 0.32% among 320,000; CHO-OTR cells, Fluo-8 calcium fluorescence; normalized: DMSO 0%, oxytocin 100%; activation, % at 3 µM;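 active = activation above the mean of all tested compounds plus 3 SD, cutoff set per screening run, cut at about 20% in these data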;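 note: peak over basal fluorescence ratio from a 100 s FLIPR kinetic read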
# Numbers without * were called inactive; . = no result given.
# Preview, eight compounds:
SMILES,CHO-K1 Ca antag,V1R ag counter,TAAR1 antagonist,CHO parental Ca,OXTR potentiate,M1 ag parental,GPR7 antagonist,CHO-K1 Ca PAM,OXTR ag
O=C(C[n+]1ccccc1)N/N=C/c1cc(Br)cc(Br)c1O,-19,0.9,.,4,-8,0.1,1,5,0.8
COCc1nnc(SCC(=O)NC(C)c2ccccc2)n1-c1ccccc1 (stereo not drawn),-7,0.6,0,-6,-3,0.3,-15,23,0.4
COc1ccc(CN2C(=NC(=O)CCc3ccccc3)SC3CS(=O)(=O)CC32)cc1 (stereo not drawn),7,3.9,7,-3,-1,0.7,-7,-15,5.8
COc1ccc(Br)cc1CN1CCN(C(=O)c2cccc(OC)c2OC)CC1,-12,-0.3,-1,-21,-3,0.4,1,13,-0.3
O=C(N/N=C(\c1ccccc1)c1ccccn1)c1cccc([N+](=O)[O-])c1,-1,-1.4,.,14,3,2.5,3,0,-2.2
Cc1onc(-c2c(F)cccc2Cl)c1C(=O)NCc1ccco1,2,-0.1,-1,-17,-7,-0.2,-8,8,-0.9
O=C(NC1CCCCC1)C(c1ccc2ncccc2c1)N(Cc1ccc2c(c1)OCO2)C(=O)c1cccs1 (stereo not drawn),-26,-1.2,-26,-32,-8,-0.5,-13,11,-0.8
O=C(COc1nsnc1N1CCOCC1)N/N=C/c1ccccc1O,-2,5.2,16,-4,-12,3.2,-4,-1,11

# The whole of this part, from the first entry:
SMILES,CHO-K1 Ca antag,V1R ag counter,TAAR1 antagonist,CHO parental Ca,OXTR potentiate,M1 ag parental,GPR7 antagonist,CHO-K1 Ca PAM,OXTR ag
O=C(C[n+]1ccccc1)N/N=C/c1cc(Br)cc(Br)c1O,-19,0.9,.,4,-8,0.1,1,5,0.8
COCc1nnc(SCC(=O)NC(C)c2ccccc2)n1-c1ccccc1 (stereo not drawn),-7,0.6,0,-6,-3,0.3,-15,23,0.4
COc1ccc(CN2C(=NC(=O)CCc3ccccc3)SC3CS(=O)(=O)CC32)cc1 (stereo not drawn),7,3.9,7,-3,-1,0.7,-7,-15,5.8
COc1ccc(Br)cc1CN1CCN(C(=O)c2cccc(OC)c2OC)CC1,-12,-0.3,-1,-21,-3,0.4,1,13,-0.3
O=C(N/N=C(\c1ccccc1)c1ccccn1)c1cccc([N+](=O)[O-])c1,-1,-1.4,.,14,3,2.5,3,0,-2.2
Cc1onc(-c2c(F)cccc2Cl)c1C(=O)NCc1ccco1,2,-0.1,-1,-17,-7,-0.2,-8,8,-0.9
O=C(NC1CCCCC1)C(c1ccc2ncccc2c1)N(Cc1ccc2c(c1)OCO2)C(=O)c1cccs1 (stereo not drawn),-26,-1.2,-26,-32,-8,-0.5,-13,11,-0.8
O=C(COc1nsnc1N1CCOCC1)N/N=C/c1ccccc1O,-2,5.2,16,-4,-12,3.2,-4,-1,11
c1ccc(Cn2c(-c3ccccc3)c[n+]3c2SCCC3)cc1,-10,0.9,-1,-8,2,1.0,-5,20,-0.7
COc1ccc(-c2n[nH]nc2C2=CC(=O)CC(C)(C)C2)cc1,10,.,-14,.,.,-0.8,.,-12,.
Cc1nnc(SCc2nc3sc4c(c3c(=O)[nH]2)CCCC4)[nH]c1=O,-11,0.0,-12,-5,0,0.2,-4,7,-0.1
Cc1cc(C)c2c(N)c(C(=O)NCc3ccco3)sc2n1,6,-0.1,-3,-9,-19,-0.1,-9,-4,-0.9
O=C(NCCC1=CCCCC1)c1cc(COc2ccc(F)cc2Cl)on1,-8,1.6,-1,-28,-7,-0.1,-8,4,2.1
O=C1C2CC=CCC2C(=O)N1c1ccc(OCC(O)Cn2nnc3ccccc32)cc1 (stereo not drawn),3,4.0,16,4,-5,5.3,-5,-1,8.0
CN(CC(=O)Nc1ccc(Cl)c(C(F)(F)F)c1)C(=O)Cc1n[nH]c(=O)c2ccccc12,4,1.4,-11,-1,-6,0.6,.,-6,0.8
COC(=O)C1(C)CCC(C(=O)Nc2ccccc2)C1(C)C (stereo not drawn),-3,-0.5,-39,-14,-4,0.6,.,8,-0.5
CNC(=O)C1CC(=O)N(CCc2ccc(OC)cc2)C(=Nc2ccc(OC)cc2)S1 (stereo not drawn),-8,0.1,2,-5,-16,2.7,0,19,2.4
Cc1ccc(NC(=S)NCCN(C2CCCCC2)C2CCCC2)cc1C,-16,3.4,-3,-11,-4,2.6,21,8,6.3
O=C(CN(Cc1ccc(F)cc1)C(=O)CNS(=O)(=O)c1ccc(F)cc1)NCC1CCCO1 (stereo not drawn),-1,-0.1,0,-14,0,0.1,-8,7,-0.9
COc1cccc(C(=O)OCCCN(C)C)c1,-6,0.2,-4,-6,6,-0.1,-7,9,-0.3
COCc1n[nH]c(=S)n1-c1ccccc1,5,1.8,-17,-6,-12,-0.4,13,5,1.7
CC1CCCN(CCC(=O)c2ccc(Br)cc2)C1 (stereo not drawn),3,1.3,22,2,-5,0.0,8,7,0.5
N#Cc1c(NC(=O)C2CC(c3c(F)cccc3Cl)=NO2)sc2c1CCC2 (stereo not drawn),-6,0.9,2,-11,-8,1.6,-6,7,1.2
Cc1c(C)n2c(SCC(=O)N3CCCCC3)nnc2[nH]c1=O,-5,0.5,1,5,-3,1.6,.,10,1.0
O=C(NC(Cc1ccccc1)C(=O)O)/C(=C/c1ccc([N+](=O)[O-])cc1)NC(=O)c1ccccc1Br (stereo not drawn),-4,-0.3,7,-1,-6,1.1,1,19,-1.0
COc1ccc(C(=O)NC(=S)Nc2ccc(CN3CCOCC3)cc2)cc1OC,-6,3.3,-5,-18,-3,3.3,-16,5,2.6
Nc1ccc(Nc2ccccc2N)cc1,-16,-0.5,14,-12,-11,-0.1,-7,15,-0.1
Cc1cccc(CCNC(=O)C2CCC(CNS(=O)(=O)c3cccs3)CC2)c1 (stereo not drawn),6,0.6,0,-15,-5,1.5,4,18,-0.4
Cc1noc(C)c1COc1ccc(C(=O)N2CCN(S(=O)(=O)c3ccc(F)cc3)CC2)cc1,-3,.,-23,.,.,2.5,.,-5,.
NNC(=O)c1oc2nc(-c3ccc(Cl)cc3)cc(-c3ccccc3)c2c1N,-7,.,-20,.,.,0.2,-6,-12,.
Cc1cc(C(=O)N2CCC(C)(C(=O)NS(=O)(=O)C3CC3)C2)n(C(C)(C)C)n1 (stereo not drawn),-7,.,-2,.,.,0.0,.,12,.
Cc1csc(NC(=O)CN2C(=O)c3ccccc3S2(=O)=O)n1,9,0.5,-13,3,0,0.5,1,3,0.9
Cc1nc2nc3c(cn2n1)C(=O)CC(c1ccccc1)C3 (stereo not drawn),-1,.,7,.,.,-0.3,3,10,.
CC(=O)c1cc2c(cc1NC(=O)CSc1nc3ccccc3o1)OCO2,-14,1.1,-12,7,-7,0.9,-12,11,-0.4
COc1cc2c(c(OC)c1OC)C(=O)CC2,-17,0.5,-28,-1,-6,1.7,-11,15,-1.3
COc1ccc(C(=O)Cc2cc(OC)c(OC)cc2[N+](=O)[O-])c(OC)c1,-7,1.9,17,-16,-10,0.1,-16,7,2.7
O=C(NCCO)C(=O)Nc1cc2c3c(c1)CCN3C(=O)CC2,-4,0.0,8,-2,3,0.0,-7,5,0.7
C#CCOCCOCCOCCNc1nc(N2CCN(C(=O)[C@H](CO)n3cc([C@@H](N)C(C)C)nn3)CC2)nc(N2CCN(C(=O)[C@H](CCC(=O)O)n3cc([C@@H](N)[C@H](C)CC)nn3)CC2)n1,-2,1.4,-6,-3,-4,0.3,.,-4,1.1
CCOCCn1c(CC)nc2ccccc21,-12,-0.1,-7,-1,-15,0.7,-8,1,0.2
CCOc1ccc(OCCC(=O)OC(C)C(=O)Nc2ccc(Cl)cn2)cc1 (stereo not drawn),-2,.,24,.,.,2.2,.,-6,.
CCCNc1nc2c(c(=O)n(C)c(=O)n2C)n1Cc1ccc(F)cc1,-1,1.4,-2,4,-2,1.4,-4,17,-0.9
CC(Oc1cccc2cccnc12)C(=O)N/N=C/c1ccccc1 (stereo not drawn),-9,-0.2,12,-22,5,0.3,-1,0,-0.2
COc1ccccc1CC(=O)Nc1ccc(S(=O)(=O)N(C)C2CCN(C)CC2)cc1,-13,-0.2,-1,-8,-3,0.6,.,-3,0.4
O=C(COC(=O)c1ccc(OC(F)F)cc1)Nc1cccc(S(=O)(=O)NC2=NCCC2)c1,-8,0.1,1,-16,5,0.2,.,-3,-0.3
CC(C)C(=O)O/N=C(\N)c1ccc(Oc2ccc(Cl)cc2)c([N+](=O)[O-])c1,-7,0.0,13,0,-11,0.6,-4,5,-0.7
Cc1cccc(OCC(=O)NNC(=O)CSc2ncc(C#N)c(N)n2)c1,12,-0.3,12,-3,2,0.0,18,-1,0.4
CCn1c(SCC(=O)c2ccc(O)c(O)c2)nnc1-c1ccccc1,-9,0.3,1,-9,-17,0.7,-1,21,0.4
COc1cc(OC)c(C2SCCS2)c(OC)c1,-9,-0.8,-2,-24,-6,-0.1,-11,22,-2.2
Nc1ccc(N=Nc2ccccc2)c2ccccc12,2,-1.7,-22,13,-5,-0.8,-15,3,-1.7
CC1CC(C)(C)CC2(C1)NC(=O)N(CC(=O)N(C)Cc1nc3ccccc3c(=O)[nH]1)C2=O (stereo not drawn),-9,0.6,6,-10,-5,1.4,.,13,1.3
# The results go on.
SMILES,CHO-K1 Ca antag,V1R ag counter,TAAR1 antagonist,CHO parental Ca,OXTR potentiate,M1 ag parental,GPR7 antagonist,CHO-K1 Ca PAM,OXTR ag
Cc1cc(C(=O)OCC(=O)N(C)c2ccccc2)ccc1[N+](=O)[O-],-3,0.3,-19,-13,-7,4.7,6,0,-0.1
Cc1cc(C)n(CC(=O)NN)n1,-12,0.4,14,-11,6,0.0,-4,4,0.8
Cc1cccc[n+]1C1C(c2ccc([N+](=O)[O-])cc2)C(C#N)=C(C(=C=[N-])C#N)NC1(O)C1CC1 (stereo not drawn),-18,0.4,6,-1,-6,0.7,4,10,1.4
O=C(O)CCSc1nnc(SCC(=O)NC2CCS(=O)(=O)C2)s1 (stereo not drawn),-12,0.4,3,-4,0,0.6,.,-10,0.6
O=C(N/N=C/c1cn(Cc2cccc(F)c2)c2ccccc12)c1cc(O)cc(O)c1,1,.,-4,.,.,0.2,0,-23,.
CCOc1ccc2nc(NC(=O)c3cccc(-c4cc5ccccc5oc4=O)c3)sc2c1,5,-0.5,-6,-12,-8,-0.1,2,10,-0.1
Cc1ccc(NS(=O)(=O)c2ccc(N3C(=O)CCC3=O)cc2)cc1,3,2.5,1,-3,0,8.8,10,0,3.9

# Bioassay records from PubChem BioAssay.

# No enrichment for hits, and some 3.5% of all compounds hit somewhere here.
